# Source: PubChem (several laboratories)
# CSM14.1 death rescue = protection against thapsigargin-triggered cell killing – 384-well, CSM14.1, ATP luminescence, primary screen (AID 1222) | cellular ATP content (survival), % at 20 µM, or EC50 in µM where a hit was titrated | CSM14.1 thapsigargin-induced death rescue, ATP luminescence; higher % means a stronger effect | 190,000 tested, under 10 active;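 active means EC50 below 50 µM in the dose-response confirmation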;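 further: death triggered by thapsigargin at about 15 µM added after 2 h compound pretreatment; cell ATP read after overnight thapsigargin exposure of roughly 18 to 22 hours; normalized against plate controls of thapsigargin alone and 5% DMSO vehicle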
# P. falciparum M1AAP = malaria alanyl aminopeptidase activity blockers – biochemical, fluorogenic H-Leu-NHMec substrate, 1536-well (AID 1445); recombinant M1AAP, H-Leu-NHMec fluorogenic kinetic assay; higher % means a stronger effect; one-dose inhibition, % at 30 µM; IC50 in µM for titrated hits; 0.42% of 220,000 active;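 active means primary inhibition above the hit cutoff, then over 50% inhibition at one or more dose response concentrations, cut at about 23% in these data, passing the limit was not always enough; inconclusive means conflicting primary data, or primary hits not chosen for dose response; inactive means low primary inhibition, or under 50% at every dose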;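 further: plate controls were DMSO full reaction for no effect and no enzyme background for full effect; strong numbers were not always called active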
# Siah-1 displacement = blockers of Siah-1 interaction with plectin peptide – biochemical, fluorescence polarization, rhodamine-plectin, uHTS, primary screen (AID 1817) | Siah-1 / rhodamine-plectin peptide fluorescence polarization; higher % means a stronger effect | one-dose displacement, % at 20 µM; IC50 in µM for titrated hits | 0.02% of 290,000 active;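 active means displacement of at least 50% at 20 µM, with a fluorescence ratio check between 0.3 and a set limit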;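 further: plate controls were Siah plus tracer with DMSO for no effect and tracer alone without Siah for full effect; strong numbers were not always called active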
# XIAP displacement = XIAP antagonists, biochemical, IAP family, fluorescence polarization (AID 1018); 0.007% of 200,000 active; displacement, % at 20 µM; hits with a dose series show IC50 in µM; XIAP BIR domain, fluorescence polarization peptide displacement; higher % means a stronger effect; in the data active means displacement above about 50%; further: a part of the inactive calls stands beside numbers as strong as those of hits
# LYP phosphatase = inhibitors of LYP phosphatase, biochemical, fluorescence intensity, uHTS (AID 1779); inhibition, % at 11.5 µM; hits with a dose series show IC50 in µM; 0.054% of 290,000 active; recombinant LYP phosphatase, fluorescence intensity; higher % means a stronger effect;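 further: plate controls were vehicle with enzyme for no effect and no enzyme for full effect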
# Hep lipid drop = hepatic lipid droplet formation modulation | inhibition, % at 6.5 µM | 0.4% of 240,000 active | AML12 mouse hepatocytes, oleate lipid droplets, BODIPY imaging;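 active means lipid droplet intensity inhibited by at least 50%, with more than 500 cells counted; inconclusive means wells with under 300 cells, treated as cytotoxic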
#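 Assay system: AML12 hepatocytes (mouse) / Also added: 100 µM oleic acid challenge / Times: overnight treatment with compound plus oleate / Detection: high-content imaging of BODIPY-stained droplets and DAPI nuclei / Evaluation: % inhibition of lipid droplet signal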
# M17LAP inhibition = P. falciparum M17LAP inhibitors, primary screen, biochemical, fluorogenic H-Leu-NHMec substrate, 1536-well (AID 1619); recombinant M17LAP, H-Leu-NHMec fluorogenic kinetic assay; higher % means a stronger effect; inhibition, % at 30 µM; hits with a dose series show IC50 in µM; 0.38% of 220,000 active;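 active means compound inhibiting the enzyme by more than half at any dose during confirmatory dose-response retesting; inconclusive means strong single-dose inhibitors picked by rank but not retested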;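 further: plate controls were full reaction with DMSO carrier for no effect and no enzyme background for full effect; strong numbers were not always called active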
# HEK293 NOD2/NF-kB = inhibition of NOD2-driven NF-kB reporter – cell-based, luminescence, uHTS, HEK293 (AID 1566); HEK293 NOD2/NF-kB luciferase reporter, luminescence; higher % means a stronger effect; inhibition, % at 4 µM, or EC50 in µM where a hit was titrated; 0.63% of 290,000 active; further: many of its hits are not listed in these tables
# AID2073 = disruptors of CaV2.2 binding to Mint1 – biochemical, HTRF (AID 2073) | one-dose inhibition, % at 20 µM; IC50 in µM for titrated hits | HTRF protein-protein interaction, Mint1-CaV2.2; higher % means a stronger effect | 0.19% of 290,000 active; in the data active means inhibition mostly above about 51%, no sharp cut-off; inconclusive means no clear call, values can overlap the other calls; inactive means mostly below about 53%; further: some results filed as inactive read as strong as hits
# Hep lipid drop cells 6.5 µM = second read-out of Hep lipid drop, no call of its own (marks repeat the call); cell count; measured here: cell count, cytotoxicity flag;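 cells counted across two imaged fields per well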
# Active calls of the source: *; i = inactive; ? = inconclusive; · = not tested or not shown. Unless noted, no stated cut-off is given here; in the data, active means inhibition above about 50%; inactive means the rest. Not all compounds are listed, so the mix of outcomes need not match the whole.
SMILES,CSM14.1 death rescue,P. falciparum M1AAP,Siah-1 displacement,XIAP displacement,LYP phosphatase,Hep lipid drop,Hep lipid drop cells 6.5 µM,M17LAP inhibition,HEK293 NOD2/NF-kB,AID2073
O=C(Cc1ccccc1Cl)Nc1cccc(S(=O)(=O)N2CCOCC2)c1,1.4%,5%,15%,-8.3%,0%,-1,742,0%,5%,-3%
CSC(=NC#N)N1CCN(c2ccc(Cl)cc2)CC1,2.5%,-3%,0%,-3.1%,-3%,·,·,-9%,-2%,18%
CN1CCC=C(C(=O)N2c3ccccc3Sc3ccc(Cl)cc32)C1,·,2%,3%,·,-9%,12,772,-11%,2%,2%
CN1CCN(C(=O)c2ccc(-c3cccs3)s2)CC1,·,7%,0%,·,-25%,0,697,-27%,-58%,15%
O=C(Nc1nnc(SCC(=O)N2CCCCC2)s1)C1CCCCC1,1.1%,3%,-2%,-5.6%,-2%,6,769,-1%,16%,23%
COCCNC(=O)C(c1ccc(C)o1)N(C(=O)c1snc(C(N)=O)c1N)c1cc(C)cc(C)c1 (stereo unspecified),0.0%,11%,0%,-0.9%,-8%,·,·,-19%,6%,3%
Cc1ccc(S(=O)(=O)NCCC(c2ccccc2)c2ccccc2)cc1C(=O)O,2.2%,-5%,6%,-2.7%,4%,3,711,-74%,3%,4%
C/C(=N/NC(=O)c1ccoc1C)c1cccc(NC(=O)C2CC2)c1,-2.5%,1%,-7%,-17%,0%,-6,629,8%,8%,5%
Cc1ccc2nc(NCc3ccccc3)c(C=NCc3ccccc3)c(=O)n2c1,-1.9%,1%,0%,-7.0%,2%,2,745,-6%,0%,18%
COC(=O)/C=C1/SC(=NC(=O)c2ccccc2)NC1=O,-0.6%,5%,-3%,-5.4%,6%,18,687,17%,-6%,0%
Nc1nn2c(-c3ccccc3)cc(=O)[nH]c2c1N=Nc1ccc(O)cc1,-1.5%,2%,-5%,-2.4%,-11%,25,750,-9%,·,19%
COC(=O)C(CCSC)NC(=O)c1cc2c(n(-c3ccc(C)cc3)c1=O)CCCC2=O (stereo unspecified),3.4%,5%,-4%,-1.0%,-7%,3,732,7%,7%,-14%
O=C(NC1CCN(S(=O)(=O)c2ccc(Cl)c(F)c2)CC1)c1cccnc1,·,·,2%,·,0%,3,782,·,2%,3%
Cc1ccc2nc(C)cc(OCC(=O)O)c2c1,4.0%,7%,-1%,-2.9%,-4%,·,·,5%,-8%,0%
N#Cc1c(NC(=O)c2ccc(Br)o2)n(-c2ccccc2)c2nc3ccccc3nc12,·,23µM*,i,·,-8%,8,700,-47%,25%,18%
COc1ccccc1OC(=O)c1ccc2nsnc2c1,-1.6%,-3%,-2%,22%,4%,-8,618,3%,-2%,-6%
O=C1c2[nH]nc(-c3ccccc3O)c2C(c2ccc(F)cc2)N1CC1CCCO1 (stereo unspecified),-3.4%,3%,-2%,-1.8%,-4%,-8,785,11%,12%,0%
COc1cccc(/C=N/NC(=O)C(=O)NCc2cccnc2)c1O,0.4%,-2%,-5%,-2.6%,-1%,22,561,3%,-53%,8%
CCOc1ccc(-c2nc(N)ncc2-c2ccc(Cl)cc2)c(O)c1,·,·,-1%,·,-2%,·,·,·,-35%,15%
O=C1Nc2ccc(Cl)cc2C12Nc1ccccc1-c1nnc(SCc3ccccc3F)nc1O2 (stereo unspecified),-1.1%,20%,-3%,-7.5%,-4%,?,·,24%,1%,1%
COc1ccc(C2(C(=O)c3ccccc3)C(=O)c3ccccc3C2=O)cc1,·,9%,0%,·,-2%,-22,715,-3%,-52%,-7%
Cc1ccc(CS(=O)Cc2ccc(C(=O)NCc3ccc4c(c3)OCO4)o2)cc1 (stereo unspecified),·,·,13%,·,-12%,-29,662,·,10%,-3%
O=C(Cn1cc2c(n1)CCCCC2)NC1CCCCCC1,·,8%,-1%,-2.8%,0%,4,646,13%,-31%,0%
COc1ccc(OCCCC(=O)Nc2nc(C)c(C(C)=O)s2)cc1,1.0%,·,4%,-4.2%,1%,0,694,·,3%,5%
O=C(NCCSCc1ccco1)Nc1cccc(Cl)c1,-2.6%,23%,7%,3.0%,5%,-21,665,17%,-38%,-2%
Cc1nc2cc(C(=O)O)ccc2n1C1CCCCC1,-0.2%,2%,8%,-4.6%,-2%,17,752,1%,0%,5%
O=C1CC(c2ccccc2)c2c(O)cc(O)cc2O1 (stereo unspecified),0.9%,4%,0%,-2.2%,-1%,5,771,1%,1%,1%
Cc1cccc(N(CC(=O)N/N=C/c2ccc(OCC(=O)NCc3ccco3)cc2)S(C)(=O)=O)c1C,4.1%,-3%,-5%,-4.8%,-4%,6,765,10%,-2%,9%
Cn1c(=O)c(=O)n(C)c2cc(S(=O)(=O)N3CCCC3C(=O)Nc3ccc(F)cc3)ccc21 (stereo unspecified),·,·,13%,·,-13%,-5,724,·,11%,11%
Cc1cc(C)cc(NS(=O)(=O)c2cc(Br)cnc2N)c1,·,·,-3%,·,-9%,-4,745,·,1%,-9%
O=C(Nc1cccnc1)c1cc(-c2ccccc2)on1,-2.0%,11%,16%,-1.8%,-1%,-6,714,15%,-100%,10%
CCCN1C(=O)C2(SC(NC(C)=O)=NN2C(C)=O)c2cc(C)ccc21 (stereo unspecified),0.3%,-1%,3%,12%,-5%,3,697,21%,13%,13%
Cc1ccc2cc(C#N)c(N3CCCC3)nc2c1C,·,14%,-6%,-4.0%,0%,-5,724,-14%,11%,9%
Cc1ccc(C)c(S(=O)(=O)NC(C)C(=O)Nc2ccc(-c3nc4ccccc4s3)cc2)c1 (stereo unspecified),-1.5%,1%,-3%,-2.2%,-8%,·,·,8%,-121%,8%
CCC(Cc1ccccc1)NC(=O)C1CCCCC1 (stereo unspecified),·,·,-9%,·,-8%,0,841,·,0%,17%
CN1CCN(c2ccc([N+](=O)[O-])cc2NC(=O)c2ccco2)CC1,·,·,-1%,·,-4%,0,720,·,6%,2%
Clc1ccc(-n2nnnc2-c2ccccc2)cc1,-0.2%,2%,4%,-7.3%,-5%,·,·,6%,0%,-3%
Cc1ccc(S(=O)(=O)N2CCCCC2)cc1NC(=O)COC(=O)c1c(F)cccc1F,-0.6%,4%,-3%,-4.6%,0%,9,697,-3%,-2%,3%
O=C(c1cccc(N2C(=O)c3ccccc3C2=O)c1)N1CCCCCC1,-3.7%,7%,11%,-3.8%,-2%,14,696,9%,4%,-7%
Cc1ccc(OCC(=O)N2CCC(N3CCCCCC3)CC2)cc1,-1.4%,-3%,3%,-3.3%,-2%,4,590,2%,12%,0%
CC(C)Cc1ccc(-c2cc(=O)[nH][nH]2)cc1,3.6%,-1%,0%,-6.3%,5%,-13,706,4%,10%,2%
N#Cc1nc(COc2cccc(Cl)c2)oc1N1CCCC1,0.6%,0%,1%,-0.7%,-6%,·,·,1%,-2%,-5%
CCOP(=O)(OCC)C(Nc1ccc([N+](=O)[O-])cc1)c1ccc(Cl)cc1 (stereo unspecified),1.8%,13%,4%,-2.8%,3%,-10,703,7%,-7%,-10%
COC(=O)c1ccccc1NC(=O)n1cc(C)cn1,-1.6%,-1%,2%,-4.1%,-11%,·,·,-3%,16%,10%
CC12CC(NC(=O)N1c1cccc(C(=O)NCc3ccccn3)c1)c1ccccc1O2 (stereo unspecified),·,·,4%,·,-7%,11,674,·,2%,10%
CCOc1ccc(N(C)Cc2cc(=O)oc3ccc(OC)cc23)cc1,·,·,-1%,·,0%,-6,856,·,9%,-5%
CCOCCCn1c(SC(C(=O)Nc2cc(C)ccc2C)c2ccccc2)nnc1-c1ccc(Cl)cc1 (stereo unspecified),-7.8%,2%,-3%,-3.3%,4%,38,714,3%,-9%,-2%
CCOc1ccc(Nc2nc(NCc3ccco3)nc(N)c2[N+](=O)[O-])cc1,·,-5%,-4%,·,-2%,2,785,-13%,6%,11%
COc1cccc(N(C(=O)Cn2nnc(-c3ccc(F)cc3)n2)C(C(=O)NCC2CCCO2)c2ccc(Cl)cc2)c1 (stereo unspecified),1.7%,-1%,4%,-1.9%,-4%,-7,733,0%,-7%,9%
Cc1cccc(C(=O)NCC(=O)N2CCOCC2)c1,·,·,12%,·,-8%,6,837,·,-1%,-3%
Cc1cc(C)c2c(N)c(C(=O)N3CCN(c4ncccn4)CC3)sc2n1,·,9%,4%,-0.7%,-3%,5,715,6%,1%,-19%
COC(=O)c1cn(C(=O)c2ccc(Br)o2)c2ccccc12,-1.2%,-3%,1%,-0.1%,-3%,-1,624,-6%,12%,6%
O=C(CN1CCCCCC1)Nc1cccc(Br)c1,-0.2%,3%,5%,-4.7%,-4%,·,·,21%,11%,1%
Cc1ccsc1C(=O)Nc1nccs1,·,·,5%,·,-8%,-1,762,·,-12%,0%
O=C(Nc1ccc(S(=O)(=O)N2CCOCC2)cc1)c1ccccc1,·,·,-1%,·,-7%,·,·,·,13%,14%
CCCCN(CC)Cc1ccc(CNC(=S)Nc2c(C)cc(C)cc2C)o1,-11%,10%,6%,-8.0%,-8%,-15,718,19%,-16%,-32%
Cc1ccc(OC(=O)C23CC4CC(CC(C4)C2)C3)c(C)n1,6.7%,5%,9%,0.5%,0%,-8,616,-4%,10%,4%
COC(=O)c1cc(-c2cccs2)nn1-c1ccccc1,0.6%,3%,10%,-3.8%,-4%,-1,711,3%,10%,8%
COCc1c(C(=O)NC(C)c2ccc(S(N)(=O)=O)cc2)oc2ccccc12 (stereo unspecified),·,·,-1%,·,-7%,-3,763,·,-6%,8%
CCOc1cc(-c2nn3cnnc3s2)cc(OCC)c1OCC,4.2%,3%,-1%,-16%,-5%,·,·,1%,8%,2%
COc1ccc(C(=O)Nc2ccccc2C(=O)N2CCOCC2)cc1Br,·,·,1%,·,-6%,·,·,·,18%,9%
COC(=O)c1ccccc1NC(=O)C(C)n1nc(C)c2c(C)n(-c3ccccc3)nc2c1=O (stereo unspecified),·,·,8%,·,-4%,-7,689,·,11%,8%
